# ROC1-CUL1 inh: blocks human RBX1-Cullin-1 di-ubiquitin formation; AID 1347404; inhibition, % at 10 µM; P62877+Q13616; hit rate 0.6% among 140,000; in vitro K48 di-Ub FRET, acceptor:donor ratio, 45 min; in the data active = inhibition above about 25%
# Target sequence (P62877 whole entry, looked up): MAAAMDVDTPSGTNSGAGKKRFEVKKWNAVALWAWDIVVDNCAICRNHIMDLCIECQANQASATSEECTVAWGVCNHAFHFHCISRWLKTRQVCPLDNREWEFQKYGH
# Target sequence (Q13616 whole entry, looked up): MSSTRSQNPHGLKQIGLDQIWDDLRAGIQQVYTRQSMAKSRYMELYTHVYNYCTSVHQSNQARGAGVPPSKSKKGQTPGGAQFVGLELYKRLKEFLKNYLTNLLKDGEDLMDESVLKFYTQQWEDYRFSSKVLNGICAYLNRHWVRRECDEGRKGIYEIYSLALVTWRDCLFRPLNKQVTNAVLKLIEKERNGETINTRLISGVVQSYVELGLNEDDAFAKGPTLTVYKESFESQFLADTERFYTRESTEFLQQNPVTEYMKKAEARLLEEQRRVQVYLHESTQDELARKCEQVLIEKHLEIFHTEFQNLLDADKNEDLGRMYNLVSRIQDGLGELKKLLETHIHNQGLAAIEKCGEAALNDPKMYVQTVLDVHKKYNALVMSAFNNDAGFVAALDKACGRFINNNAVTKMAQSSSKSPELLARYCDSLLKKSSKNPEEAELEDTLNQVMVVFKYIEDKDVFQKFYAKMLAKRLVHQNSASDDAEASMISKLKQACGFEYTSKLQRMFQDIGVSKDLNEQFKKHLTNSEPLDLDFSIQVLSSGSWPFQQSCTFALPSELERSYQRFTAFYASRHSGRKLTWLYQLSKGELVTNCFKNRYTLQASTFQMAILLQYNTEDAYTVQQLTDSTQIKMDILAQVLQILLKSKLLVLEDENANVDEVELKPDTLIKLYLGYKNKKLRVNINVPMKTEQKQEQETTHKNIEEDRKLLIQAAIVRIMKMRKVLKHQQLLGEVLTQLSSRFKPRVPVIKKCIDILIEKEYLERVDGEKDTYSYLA
# * = called active by the depositor.
Molecule | ROC1-CUL1 inh
COc1cccc(OC)c1OCc1cc(C2C3CCCC=C3C(C#N)C(=N)C2(C#N)C#N)c(C)cc1C (stereo unspecified) | -6.9
Cc1cccc(OCc2nnc(SCC(=O)Nc3cccc(C(=O)N4CCOCC4)c3)o2)c1C | 10.8
CCOC(=O)c1c(NC(=O)CCCC(=O)O)sc2c1CCCCCCCCCCC2 | 6.1
CCOC(=O)Nc1ccc(S(=O)(=O)N2CCCC(C)C2)cc1 (stereo unspecified) | 13.3
COc1cc(C2c3c(n[nH]c3C(C)(C)C)OC(=N)C2C#N)ccc1OCc1ccccc1 (stereo unspecified) | 0.6
C=CCc1cc(/C=C2\SC(=O)N(CC(=O)Nc3ccccc3C)C2=O)cc(OC)c1OC | 0.0
Cc1ccc(Cl)cc1NC(=O)c1ccc(CN2CCCCC2)cc1 | -11.0
COCCOC1CCN(C(=O)c2cc(COc3cc(C)ccc3C)on2)CC1 | 10.5
CC(C)n1cc(C(=O)NCC2CCCCC2)c(=O)c(C(=O)N2CCCCC2CO)c1 (stereo unspecified) | 3.2
Cc1ccc2nc(N3CCOCC3)c(CC3=NC(=S)NC3=O)cc2c1 | -1.9
S=c1[nH]nc(-c2ccco2)n1-c1ccc(Br)cc1 | -2.0
CCSc1nnc(NC(=O)c2ccccc2-c2ccccc2C(=O)O)s1 | 13.4
CC(C)C1N2CC3([N+](=O)[O-])CN1CC([N+](=O)[O-])(C2)C3(C)C (stereo unspecified) | 12.9
COc1cc(NC(=S)NCCc2ccc(F)cc2)c(OC)cc1Cl | 7.4
COc1ccccc1-c1nc(SCC(=O)c2ccccc2)n[nH]1 | -1.0
Oc1ccc(CNc2ccccc2F)c2cccnc12 | -3.9
Cc1c(CC(=O)N2CC[C@H](O)C2)c2c(n1CC(C)C)CC(C)(C)CC2=O | 4.8
CC(=O)Nc1ccc(-n2c(C)cc(/C=C3\SC(=O)N(Cc4ccc(Cl)cc4)C3=O)c2C)cc1 | 0.6
O=C(NC1CC1)C1CCN(Cc2ccccc2F)CC1 | 0.0
Cc1ccc(-c2cc3nn(-c4ccccc4)c(N)c3c(=O)o2)cc1 | 2.1

# Quoted from above (3 entries):
Molecule | ROC1-CUL1 inh
COc1cccc(OC)c1OCc1cc(C2C3CCCC=C3C(C#N)C(=N)C2(C#N)C#N)c(C)cc1C (stereo unspecified) | -6.9
Cc1cccc(OCc2nnc(SCC(=O)Nc3cccc(C(=O)N4CCOCC4)c3)o2)c1C | 10.8
CCOC(=O)c1c(NC(=O)CCCC(=O)O)sc2c1CCCCCCCCCCC2 | 6.1

# (listing goes on)
Molecule | ROC1-CUL1 inh
COC(=O)C(CC[S+](C)C)N1C(=O)c2ccccc2C1=O (stereo unspecified) | -7.2
CC(Sc1nc(N2CCOCC2)nc(N2CCOCC2)n1)C(=O)Nc1ccccc1 (stereo unspecified) | 7.7
COc1ccc(-c2cc(C(=O)Nc3cccnc3Cl)no2)cc1OC | 1.2
CCOc1ccc(-c2cc3nc(C4CCN(C(=O)OC(C)(C)C)CC4)c(C(=O)Nc4ccc(C)cc4Cl)cn3n2)cc1 | -7.2
CCC(=O)N1c2ccccc2NC2=C(C(=O)CC(C)(C)C2)C1c1ccncc1 (stereo unspecified) | 0.5
CCCC(=O)Nc1cccc(F)c1 | 1.7
COc1ccc(N(Cc2cccs2)C(=O)c2ccc(OC)c(Cl)c2)cc1 | 1.8
CCNC(=S)N1CCN(C(=O)c2ccco2)CC1 | 5.7
CCOc1ccccc1NC(=O)N1CCN(Cc2cccc(F)c2)CC1 | 0.5
CC(=O)Nc1ccc2nc(SCC(=O)Nc3c(C)cc(C)cc3C)sc2c1 | 7.7
O=c1oc(-c2ccccc2Cl)nc2ccc(Cl)cc12 | -4.1
CCOc1ccccc1NC(=O)Cn1c(=O)oc2cc(S(=O)(=O)NCc3ccccc3)ccc21 | 1.6
CCN(CC)CC(O)COc1ccc(CNC2CCC(O)CC2)cc1OC (stereo unspecified) | -9.7
COc1ccc(N)cc1C(=O)NC1CCCN(Cc2ccccc2)C1 (stereo unspecified) | 8.4
CCCc1noc(CN(CC2CCC2)CC2CCCO2)n1 (stereo unspecified) | 8.5
CCc1ccc(-c2ccc3nnc(SCC(=O)Nc4cccc(C(C)=O)c4)n3n2)cc1 | -5.6
Cc1ccsc1/C=N/NC(=O)c1ccc(N(C)S(=O)(=O)c2ccccc2)cc1 | 7.6
Cc1ccc(-c2nn(CCC(N)=O)c(=O)c3ccccc23)cc1 | -4.9
CN(C(=O)c1ccc(-n2cnnn2)cc1)c1ccccc1 | 10.3
Cc1ccccc1CCNC(=O)c1cc2cc(S(=O)(=O)N3CCCCC3)ccc2n1C | 8.5

# A draw from above in order of molar mass, ascending.
Molecule | ROC1-CUL1 inh
O=C(NC1CC1)C1CCN(Cc2ccccc2F)CC1 | 0.0
O=c1oc(-c2ccccc2Cl)nc2ccc(Cl)cc12 | -4.1
COc1ccccc1-c1nc(SCC(=O)c2ccccc2)n[nH]1 | -1.0
CC(=O)Nc1ccc2nc(SCC(=O)Nc3c(C)cc(C)cc3C)sc2c1 | 7.7
COc1cc(C2c3c(n[nH]c3C(C)(C)C)OC(=N)C2C#N)ccc1OCc1ccccc1 (stereo unspecified) | 0.6
CC(=O)Nc1ccc(-n2c(C)cc(/C=C3\SC(=O)N(Cc4ccc(Cl)cc4)C3=O)c2C)cc1 | 0.6

# (more compounds)
Molecule | ROC1-CUL1 inh
O=C(CCc1ccccc1)NNC(=O)c1ccccc1[N+](=O)[O-] | -1.6
Cc1ccc(C(=O)COC(=O)CCC(=O)Nc2ccc(Oc3cc(C)ccc3C(C)C)cc2)cc1 | 0.0
N#CC1C(=N)OC2=C(CCC/C2=C/c2ccoc2)C1c1ccoc1 (stereo unspecified) | 50.6*
CS(=O)(=O)N(Cc1ccccc1F)c1ccc(C(N)=O)cc1 | 1.3
CCOc1ccc2oc(=O)cc(CN3CCN(Cc4ccc(F)cc4)CC3)c2c1 | 3.7
Cc1nc2c(c(C)nn2C(C)(C)C)c(C)c1CCC(=O)Nc1ccc(Br)cc1Br | -3.7
CC(C)(C)c1ccc(C(=O)Nc2ccc(C(=O)NNC(=O)[C@@H]3CCCC[C@@H]3C(=O)O)cc2)cc1 | 6.5
Cc1cc(-c2n[nH]c(=S)n2Cc2ccccc2)cs1 | -0.6
CCCCOC(=O)CSc1nnc(-c2ccc(Cl)cc2Cl)o1 | -2.5
COC(=O)c1ccc(NCN2C(=O)c3ccccc3C2=O)cc1 | -1.7
COCCCN1C(=O)CC(CC(=O)NCc2cnn(-c3ccccc3C)c2)(c2ccccc2C)C1=O (stereo unspecified) | 7.3
CCCCCSc1nnc2c(n1)OC(c1ccccc1OC(C)=O)N(C(C)=O)c1ccccc1-2 (stereo unspecified) | 6.6
O=C(Nc1ccc(OCc2cc(=O)n3c4c(sc3n2)CCCC4)cc1)c1ccc(F)cc1 | -3.1
CN(c1ncccc1CNc1ncccn1)C1CCCCC1 | -1.2
Cc1ccc(C)c(N2CCN(c3nc4ccc(Cl)cc4n4cnnc34)CC2)c1 | -3.1
Cc1ccc(Nc2nc(-c3ccc4ccccc4c3)cs2)cc1 | 1.4
COc1cc(CN2CCOc3ccc(C(C)(O)COc4ccccc4)cc3C2)ccc1F (stereo unspecified) | 3.1
COc1ccc(OC)c(CCNC(=O)CCn2c(=O)c3cccn3c3cccnc32)c1 | -0.9
CCOC(=O)C1CCN(C(=S)Nc2cc(OC)c(Cl)cc2OC)CC1 | -1.8
CN(C)c1cnn(CC(=O)NCCn2nnc3ccccc32)c(=O)c1 | 9.8

# (further entries)
Structure	ROC1-CUL1 inh
O=C(CC1C(=O)NCCN1Cc1c(F)cccc1Cl)NCC(F)(F)F (stereo unspecified)	1.4
COc1ccc(-c2cc(C(=O)Nc3cccc(O)c3)on2)cc1OC	4.9
O=c1c(-c2cc(-c3ccc(F)cc3)nc3c2COc2ccc(Cl)cc2-3)coc2ccc(F)cc12	-7.0
O=C(Nc1ccccn1)c1ccc(C(F)(F)F)cc1	-3.2
CC(C)C(=O)N1CCN(S(=O)(=O)c2ccc(F)cc2)CC1	-2.1
CN(C)c1cnn(CC(=O)NCc2nc(-c3ccccc3)cs2)c(=O)c1	-10.7
CCOC(=O)/C=C/c1ccc(-c2cn3ccccc3n2)cc1	-1.2
CN(CC#CCC(O)(c1ccccc1)C1CCCC1)Cc1ccccc1 (stereo unspecified)	4.6
CCOCCCNCc1cc(Br)c(OCC(N)=O)c(OCC)c1	2.5
CCOc1ccccc1-c1n[nH]c2c1CN(C(=O)c1ccc(=O)[nH]c1)CC2	9.6
CC1Cc2cc(S(=O)(=O)NCc3ccc(Cl)cc3)ccc2N1C(=O)C1CCC1 (stereo unspecified)	-7.3
O=C(COn1c(=O)n(COC(=O)c2ccccc2)c2ccccc21)c1ccccc1	-2.7
CCC1CCCCN1C(=O)c1nn2c(C(F)(F)F)cc(-c3ccccc3)nc2c1Cl (stereo unspecified)	-6.9
Cc1ccccc1OCc1nnc(SCC(=O)Nc2ccc(F)cc2)n1C	2.6
Cc1ccc(NC(=O)c2cc3c(C)nn(-c4ccccc4)c3s2)c(C)c1	-3.7
CC(C)(C)c1c(Br)cc(C(=O)O)c([N+](=O)[O-])c1[N+](=O)[O-]	-7.7
c1ccc(Sc2ccc(Sc3ccccc3)nn2)cc1	-6.7
CN(C)S(=O)(=O)N1CCC(C(=O)Nc2ccc(F)c(Cl)c2)CC1	8.3
COc1cccc(-c2cnnc(N(C)Cc3cn(C)nc3C)n2)c1	4.7
COC(=O)c1cc2sc(Cl)cc2n1Cc1cc(C)ccc1C	0.3
O=C1c2[nH]nc(-c3ccccc3O)c2C(c2cccc(OCc3ccccc3)c2)N1CCO (stereo unspecified)	-8.8
Cn1c(SCCCN2C(=O)c3ccccc3C2=O)nnc1-c1cccs1	4.0
Cc1ccc2[nH]c(C(=O)Nc3ccccc3)cc2c1	-6.9
CCOc1cc(C)ccc1S(=O)(=O)N1CCOCC1	-5.3
CCCCCCCCCCCCOc1c(OC)cc(C(=O)O)cc1OC	26.5*
O=C(CSc1nccn1-c1ccc(Cl)cc1)Nc1ccc(Cl)c(Cl)c1	-6.8
Cn1c(=O)n(C)c2cc(CNCc3ccc(F)cc3)ccc21	2.7
CCc1nn(CC(=O)NCCCN(CC)CC)c(=O)c2cc3sc(C)cc3n12	-8.6
O=C(Nc1ccc2nc(-c3ccccn3)c(-c3ccccn3)nc2c1)N1CCC(c2ccccc2)C1 (stereo unspecified)	-1.0
CCOC(=O)C1CCN(C2CC(=O)N(c3ccc(-c4nc5ccc(C)cc5s4)cc3)C2=O)CC1 (stereo unspecified)	6.8
O=C1CC(c2cccs2)CC2=C1C(c1cccnc1)Nc1ccccc1N2 (stereo unspecified)	11.2
O=C(Oc1ccccc1C(=O)Oc1ccccc1)c1ccccc1	1.8
Cc1ccc(OCC(=O)N(C(C)C)C(C)C)cc1C	5.7
Cc1ccccc1NC(=O)c1cc(F)c(Cl)nc1Cl	-7.8
CC(C)(C)c1cc(-c2ccco2)c(C#N)c(=S)[nH]1	-4.8
CCc1ccc(N=C2CC(=O)CC(c3ccc(OC)c(OC)c3)C2)cc1 (stereo unspecified)	-1.0
O=C(NCc1cccnc1)c1ccc(N2CCC(NCC3(c4ccccc4)CCOCC3)CC2)cc1	2.9
Cc1oc(-c2ccccc2NC(=O)CC2CCCC2)nc1CNC(=O)c1cccc(Cl)c1F	-5.5
O=C1CSc2ccccc2N1Cc1ccccc1	1.4
N#CC1C(=O)NC(=O)C(C#N)C12CCCC2 (stereo unspecified)	-4.8
Cc1cc(C)cc(NS(=O)(=O)c2cc3[nH]c(=O)c(=O)[nH]c3cc2C)c1	-7.7
Cn1nc(-c2ccc(C(=O)Nc3ccc(OC(F)(F)F)cc3)cc2)c2ccccc2c1=O	-2.0
COc1ccc(NC(=O)c2nc(SCc3ccc(F)cc3)ncc2Cl)cc1	-2.4
COC(=O)c1ccc(NC(=O)C(=O)NCCc2sc(-c3cccc(F)c3)nc2C)cc1	-10.5
Cc1cccc(C)c1OCc1cc(=O)n2ccsc2n1	1.8
COc1cccc(-n2ccn(CC(=O)Nc3ccccc3F)c(=O)c2=O)c1	0.7
O=C(c1ccc2c(c1)N(Cc1ccccc1F)C(=O)c1ccccc1S2(=O)=O)N1CCN(c2ccccc2F)CC1	-6.5
COC(=O)CNC(=O)Nc1cc(C(=O)NCc2ccc(C)cc2)ccc1N1CCCC1	-4.1
COCCNCCn1cnc2c1c(=O)[nH]c(=O)n2C	9.0
Cc1cc(C)cc(NC(=O)c2cc(C)nc3c2c(C)nn3-c2ccccc2)c1	-0.4
CC1(C)C(C=C(Cl)Cl)C1C(=O)Nc1sc2c(c1C(N)=O)CCCC2 (stereo unspecified)	1.9
COc1ccc(F)c(CC2(CCC(=O)N3CCCC(OCc4ccccc4)C3)CCC(=O)N2)c1 (stereo unspecified)	-5.3
O=C(Cc1ccccc1)N(Cc1cccnc1)c1nc2c(Cl)cccc2s1	3.1
CCOCCCn1c(SCC(=O)Nc2ccccc2OC)nc2c(oc3ccccc32)c1=O	8.1
O=C(CCC(=O)N1CCOc2ccc(CN3CCN(c4ncccn4)CC3)cc2C1)c1ccccc1	3.1
O=C(N/N=C/c1cc2c(cc1Br)OCO2)c1cc2ccccc2o1	-7.2
CSc1ncc(CNCC2(N3CCCCC3)Cc3ccccc3C2)cn1	2.4
CN1C2=C(C#N)C(C(C#N)C#N)=NC2C(C)(C)c2ccccc21 (stereo unspecified)	2.9
CCO[C@H]1[C@H](NC(=O)c2cccnc2)c2ccccc2C12CCN(C(=O)/C=C/c1cccs1)CC2	8.6
Cc1ccc(NC(=O)C2CCN(S(=O)(=O)c3c(C)noc3/C=C/c3ccco3)CC2)cc1C	-8.1

# (continued)
Structure	ROC1-CUL1 inh
Cc1nnc(-c2cccc(NC(=O)C3CCN(C(=O)C4CCCCO4)CC3)c2)s1 (stereo unspecified)	4.5
N#Cc1c(N2CCCCC2)sc(C(=O)c2ccccc2)c1N	1.3
O=C1CCCN1c1ccc(S(=O)(=O)N2CCN(c3cccc(Cl)c3)CC2)cc1	5.9
COc1ccc(-c2nc(CSCC(=O)N3CCN(c4cc(Cl)ccc4C)CC3)c(C)o2)cc1	-4.2
CC1=C(C(=O)OCC(C)C)C(c2ccc(C(C)(C)C)cc2)N2C(=O)CCSC2=N1 (stereo unspecified)	4.1
CC1CCCCN1C(=O)c1nn(C)cc1Br (stereo unspecified)	9.8
CCOC(=O)C1=C(C)OC(=N)C(C#N)C1c1ccc([N+](=O)[O-])cc1 (stereo unspecified)	3.2

# This is a subset; rates above refer to the full screens.
